Tau fibril ThT: blocks human tau fibril formation measured by thioflavin T; recombinant tau K18 P301L, heparin-induced fibrillization, ThT fluorescence; Potency, µM (doses to about 57.4 µM), for inactives: at the top dose activity, negative = inhibition, actives largely listed as inhibitors; 270,000 compounds, 2.1% hits; AID 1460; note: nearly all actives have a fitted effect of over 55% in size
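Using a mix of unlabeled (15 uM) and Alexa 594-labeled (0.24 uM) tau K18 P301L, heparin-triggered fibrillization over 6 hr at 37 C was scored by ThT fluorescence.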
TR SRC2 fluor cs: Texas Red fluorescence interference in TRb-SRC2 counter-screen; Potency, µM (series often up to 106 µM), for inactives: at the highest dose fluorescence change, negative = quenching; TRb/SRC2 Texas Red total fluorescence interference; 280,000 compounds, 0.29% hits; active = well fitted curve in either direction with a large enough effect; inconclusive = small, poorly fitted or top-dose-only effect
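Human TRβ ligand-binding domain (0.6 uM) and Texas Red SRC2 peptide (20 nM) in Tris buffer with 1 uM T3 and 5% DMSO were incubated with pinned compound for 5 hr at ambient temperature. Total fluorescence was computed as S + 2P (555/632 nm).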
L3MBTL1 inh: inhibitors of human L3MBTL1; Q9Y468; AlphaScreen L3MBTL1–H3K9me1 peptide binding; Potency, µM (highest dose often 57.1 µM), for the others: top-dose activity, negative = inhibition, usual class: inhibitors; 230,000 compounds, 0.66% hits; AID 485360; note: nearly all actives have a fitted effect of over 60% in size
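AlphaScreen proximity signal between nickel-chelate acceptor and streptavidin donor beads (final 10 ug/mL) reports binding of 50 nM L3MBTL1 to 75 nM biotin-H3 K9me1 peptide; complex incubated with compounds 30 min at room temperature; cefsulodin titration as control.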
RGS12 GoLoco inh: blocks human Gai1 binding to RGS12 GoLoco peptide, red readout; Potency, µM (highest dose often 61.6 µM), for the others: top-dose activity, negative = inhibition, usual class: inhibitors; AID 880; 230,000 compounds, 0.44% hits; Gai1:RGS12 GoLoco peptide FP, rhodamine, 10 min; P63096; active = well fitted inhibition curve with a large enough effect, not every such curve was filed as active; inactive = no such curve, though single readings can be large or run the other way; note: nearly all actives have a fitted effect of over 30% in size; many of its hits are not listed in these tables
Target sequence (P63096 whole entry, looked up): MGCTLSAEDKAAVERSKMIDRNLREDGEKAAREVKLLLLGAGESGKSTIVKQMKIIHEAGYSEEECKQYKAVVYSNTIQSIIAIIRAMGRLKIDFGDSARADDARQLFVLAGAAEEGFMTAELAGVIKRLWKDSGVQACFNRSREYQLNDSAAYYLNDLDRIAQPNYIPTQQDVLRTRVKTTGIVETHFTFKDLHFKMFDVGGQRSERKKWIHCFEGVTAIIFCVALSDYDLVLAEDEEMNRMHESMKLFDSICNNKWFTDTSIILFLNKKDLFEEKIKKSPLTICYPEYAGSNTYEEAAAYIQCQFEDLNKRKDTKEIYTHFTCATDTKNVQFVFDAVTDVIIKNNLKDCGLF
Tau fibril FP: tau fibrillization inhibition (FP) | 280,000 compounds, 0.39% hits | K18 P301L tau heparin fibrillization, Alexa594 FP, 6 h | P10636 | Potency, µM (highest dose often 57.7 µM), for inactives: at the top dose activity, negative = inhibition, most hits filed as inhibitors; note: nearly all actives have a fitted effect of over 55% in size
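Compound effects on tau fibrillization are measured by Alexa 594 fluorescence polarization (ex 555, em 632 nm). K18 P301L tau is used at 15 uM with 0.24 uM labeled tracer, and 20 uM heparin induces aggregation over 6 hr at 37 C.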
JMJD2E inh: JMJD2E (human) inhibition | B2RXH2 | JMJD2E catalytic domain, FDH-coupled NADH fluorescence (FDH is formaldehyde dehydrogenase) | Potency, µM (top dose mostly 57.1 µM), without a hit: top-dose activity change, negative = inhibition, most hits filed as inhibitors | 230,000 compounds, 1.6% hits; active = well fitted inhibition curve with a large enough effect, not every such curve was filed as active; inconclusive = small, poorly fitted or top-dose-only effect, or another doubt; inactive = no such curve, though single readings can be large or run the other way;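 note: 0% = wells with enzyme and -100% = buffer wells without enzyme; nearly all actives have a fitted effect of over 50% in size; many of its hits are not listed in these tables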
TRb SRC2 PPI: disrupts binding of human TR beta to SRC2 | P10828 | TRbeta-SRC2 peptide binding, fluorescence polarization; receptor liganded with 1 µM T3 | Potency, µM (titrated, usually from 106 µM), inactives show top-dose activity change, negative = inhibition, most hits filed as inhibitors | 280,000 compounds, 0.065% hits;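 note: plate controls were bound peptide for no effect and peptide without receptor for full effect; nearly all actives have a fitted effect of over 50% in size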
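Fluorescence polarization of 20 nM Texas Red SRC2 peptide with 0.6 uM human TRb ligand-binding domain, in Tris buffer with 1uM T3 and 5% DMSO. Incubated 5 hr ambient; normalized to unbound and bound controls.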
RECQ1 inh: RECQ1 (human) helicase inhibition. 240,000 compounds, 0.54% hits. RECQ1 DNA unwinding, red fluorescence kinetic read. AID 2549. P46063. Potency, µM (top dose mostly 57.3 µM), without a hit: at the highest dose activity, negative = inhibition, actives largely listed as inhibitors;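 note: plate controls were vehicle for no effect and no enzyme for full effect; nearly all actives have a fitted effect of over 30% in size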
Target sequence (P46063 whole entry, looked up): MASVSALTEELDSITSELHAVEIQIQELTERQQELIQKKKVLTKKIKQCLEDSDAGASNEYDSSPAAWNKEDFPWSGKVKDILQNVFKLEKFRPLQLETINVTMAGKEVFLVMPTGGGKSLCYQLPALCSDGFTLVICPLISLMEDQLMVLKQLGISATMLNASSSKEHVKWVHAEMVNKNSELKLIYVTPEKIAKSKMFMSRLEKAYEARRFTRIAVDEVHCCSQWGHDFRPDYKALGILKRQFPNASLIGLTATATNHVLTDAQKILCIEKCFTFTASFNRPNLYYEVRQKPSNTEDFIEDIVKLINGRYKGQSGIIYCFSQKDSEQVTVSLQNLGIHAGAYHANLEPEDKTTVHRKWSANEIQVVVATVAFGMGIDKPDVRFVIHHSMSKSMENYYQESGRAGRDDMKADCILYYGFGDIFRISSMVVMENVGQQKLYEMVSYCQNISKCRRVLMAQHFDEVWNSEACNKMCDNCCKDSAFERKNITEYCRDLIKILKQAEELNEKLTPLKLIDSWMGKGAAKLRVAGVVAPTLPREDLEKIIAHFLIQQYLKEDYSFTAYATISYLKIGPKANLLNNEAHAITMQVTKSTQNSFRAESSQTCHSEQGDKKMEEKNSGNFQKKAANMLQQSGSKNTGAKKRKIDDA
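50 nM RECQ1T1 preincubated 15 min with compound in Tris pH 8.0 buffer with MgCl2, DTT, Tween-20 and 2.5 ug/ml poly(dI-dC); started with 200 nM TAMRA/BHQ-2 forked duplex and 2 mM ATP. Unwinding read as fluorescence (525/598 nm), two reads 2 h apart.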
* = called active by the depositor; i = inactive; ? = inconclusive; / = not tested or not shown; & = joins results of further samples; [ ] = remark or other dose. Unless noted, calls come from the whole dose curve; as a rule, active = well fitted curve in the direction sought with a large enough effect; inconclusive = small, poorly fitted or top-dose-only effect, or another doubt; inactive = no such curve, though single readings can be large; an effect the other way counts as inactive or inconclusive. Unless noted, % is set by controls: 0 for no effect and ±100 for the full control effect; potency is the fitted concentration of half-maximal effect. Only part of the results is shown, so the mix of outcomes need not match the whole.

Second line of a record – TR SRC2 fluor cs	JMJD2E inh	RGS12 GoLoco inh	TRb SRC2 PPI	Tau fibril FP	RECQ1 inh	L3MBTL1 inh	Tau fibril ThT
> O=c1c(Cl)c(NCC2CCCO2)cnn1C12CC3CC(CC(C3)C1)C2 (centres undefined)
    -3%	-7%	4%	-9%	10%	i	/	-4%
> COC(=O)Cc1cc(=O)[nH]c(/N=C(\N)Nc2ccc(C(C)C)cc2)n1
    -6%	3%	10%	0%	12%	i	10%	1%
> CCOc1c2ccc(C(=O)NCc3ccc(C)cc3)cc2nn1CC
    1%	?	2%	-4%	7%	-2%	0%	-4%
> Cc1cc(-c2cc(-c3ccccc3)on2)nc(NC2CCCC2)n1
    -1%	?	11%	1%	-7%	i	/	-4%
> C/C(Cn1nnc([N+](=O)[O-])n1)=N\NC(=O)c1ccc(C)cc1
    -4%	-10%	-4%	-6%	5%	-8%	-2%	-4%
> CCOC(=O)Cn1nc(C)c2ccccc2c1=O
    3%	14%	-4%	-2%	-4%	-5%	5%	0%
> CC(C)n1cnc2c(=S)nc[nH]c21
    -6%	-45%	-18%	-10%	2%	-13%	6%	-10%
> CC(C)OC(=O)NCN1C(=O)C2C3C=CC(C3)C2C1=O (centres undefined)
    -3%	-7%	15%	6%	-4%	-8%	12%	-7%
> CCOc1ccc(-c2cc(C(=O)NCc3ccc(OCC)c(OC)c3)[nH]n2)cc1
    2%	/	/	-4%	-1%	/	/	5%
> COc1ccccc1N1CCN(C2CCN(C(=O)c3ccc(F)cc3)CC2)CC1
    1%	-11%	-3%	-13%	0%	-5%	-1%	2%
> CN1CCC(N2CCN(c3cccc(C(F)(F)F)c3)CC2)CC1
    -2%	-11%	5%	-1%	-1%	1%	/	-8%
> CC1CCN(Cc2nnnn2-c2cccc([N+](=O)[O-])c2)CC1
    0%	2%	-4%	13%	3%	5%	-5%	5%
> COc1cccc(/C=C2\C(=O)N(c3cccc(C)c3)C(=O)c3ccccc32)c1
    2%	4%	5%	12%	3%	-3%	-9%	-1%
> CCc1ccc(NC(=O)c2onc(C)c2Cl)cc1
    -2%	3%	-1%	-10%	-12%	0%	/	-16%
> O=C(NC1=NCCS1)Nc1ccccc1
    -2%	0%	11%	1%	2%	-9%	0%	-6%
> CCn1cc(C(=O)O)c(=O)c2cnc(N3CCN(C(=S)Nc4ccccc4C(F)(F)F)CC3)nc21
    -1%	1%	1%	-2%	4%	-2%	/	/
> Cn1c(=O)[nH]c(=O)c2c1nc(N(CCO)Cc1ccccc1)n2Cc1ccccc1Cl
    -1%	0%	-4%	1%	2%	i	32%[activator][11.4 µM]	-12%
> COc1ccc(S(=O)(=O)N(C)CC(=O)Nc2c(F)cccc2F)cc1
    2%	-8%	-4%	-3%	-6%	2%	8%	-15%
> CCCNC(=O)C(CC)n1nc(CC)n2c(cc3oc(C)cc32)c1=O (centres undefined)
    22µM*[quencher]	/	/	-10%	-7%	/	/	-10%
> CCN(C(=O)c1ccco1)c1nnc(-c2ccc(OC)cc2)s1
    1%	?	5%	-5%	-3%	i	1%	-12%

2 successive records already listed:
Second line of a record – TR SRC2 fluor cs	JMJD2E inh	RGS12 GoLoco inh	TRb SRC2 PPI	Tau fibril FP	RECQ1 inh	L3MBTL1 inh	Tau fibril ThT
> CCOc1c2ccc(C(=O)NCc3ccc(C)cc3)cc2nn1CC
    1%	?	2%	-4%	7%	-2%	0%	-4%
> Cc1cc(-c2cc(-c3ccccc3)on2)nc(NC2CCCC2)n1
    -1%	?	11%	1%	-7%	i	/	-4%

Remaining list, next part:
Second line of a record – TR SRC2 fluor cs	JMJD2E inh	RGS12 GoLoco inh	TRb SRC2 PPI	Tau fibril FP	RECQ1 inh	L3MBTL1 inh	Tau fibril ThT
> CCCC[C@@H]1CNC(=S)N1CCc1cccc2ccccc12
    -2%	4%	4%	-3%	-5%	-13%	-9%	-15%
> O=C(COC(=O)/C=C/c1cccc(F)c1)NNC(=O)c1ccccc1
    -1%	1%	2%	-6%	?	0%	/	-4%
> CCN(C(=O)CN1CCN(C)CC1)c1cccc2ccccc12
    1%	?	/	-13%	8%	i	-5%	4%
> O=C(/C=C\c1ccc2c(c1)OCO2)NC1(C(=O)Nc2ccc3c(c2)OCO3)CCCCC1
    -8%	2%	14%	-1%	3%	9%	-3%	11%
> CCC/C=C(\CCC)C(NS(=O)(=O)c1ccc(C(F)(F)F)cc1)c1ccc(-c2ccccc2)cc1 (centres undefined)
    -3%	5%	0%	-6%	-18%	0%	/	-6%
> CCOC(=O)C1CCN(C(=O)CCc2c(C)nc3cc(-c4ccccc4)nn3c2C)CC1
    1%	?	1%	-2%	1%	-9%	4%	-1%
> CCOc1cc(/C=C/c2nc3cc(C)c(C)cc3s2)ccc1OCC(=O)N1CCOCC1
    0%	12%	9%	5%	2%	-1%	5%	?
> CCC1CCc2nc3sc(C(=O)Nc4ccc(F)cc4F)c(N)c3cc2C1 (centres undefined)
    -2%	/	/	-5%	7%	/	/	-2%
> NC(=S)Nc1cccc(O)c1
    0%	6%	-1%	-3%	8%	i	/	5%
> N#Cc1c(-c2ccc(F)cc2)cc(C2CC2)nc1SCC(=O)c1cccs1
    2%	-2%	/	4%	?	-1%	5%	5%
> COc1ccc(C2CC(c3ccccc3)Nc3nc(NS(C)(=O)=O)nn32)cc1 (centres undefined)
    -2%	5%	1%	4%	15%	-3%	/	/
> COc1ccc([N+](=O)[O-])c(OC)c1C(=O)Nc1ccc(F)cc1F
    -1%	-5%	3%	10%	2%	-2%	9%	-1%
> O=C(NNS(=O)(=O)c1ccc(F)cc1)c1ccc(S(=O)(=O)N2CCCCC2)cc1
    0%	1%	9%	-6%	7%	-3%	6%	8%
> O=C(/C=C\c1ccc(O)c(O)c1)O[C@@H](Cc1ccc(O)c(O)c1)C(=O)O
    -4%	4.5µM*	10µM*	-5%	-5%	-16%	/	?
> O=C(CN1C(=O)C2CCCCC2C1=O)Nc1nccs1 (centres undefined)
    6%	4%	-16%	-1%	1%	-3%	/	-7%
> COCCn1c(SCC(=O)Nc2ccc(OC)c(S(N)(=O)=O)c2)nc2ccccc21
    0%	5%	4%	0%	0%	-5%	6%	4%
> CCn1c(SCC(=O)NCCc2ccc(Cl)cc2)nnc1-c1cccs1
    -1%	3%	8%	-7%	0%	5%	5%	-5%
> CCOc1ccccc1NC(=O)C(=O)NCC1CCCN1CC (centres undefined)
    2%	?	3%	-7%	-1%	-17%	-4%	2%
> CCOC(=O)c1sc2nc(CC(=O)OC)nc(NCCN3CCOCC3)c2c1C
    0%	?	8%	-8%	-2%	10%	-10%	-3%
> COc1cc(OC)cc(-c2nc3nc(C)c(CCC(=O)NCCC(C)C)c(C)n3n2)c1
    -4%	/	/	0%	4%	/	/	-3%
> Clc1nc(Cl)nc(-c2cn(-c3ccccc3)c3ccccc23)n1
    -1%	?	23%	-1%	-2%	1%	2%	-7%
> Cc1ccc(CCNC(=O)C2CCN(S(=O)(=O)c3c(C)nn(C)c3C)CC2)cc1
    0%	-1%	4%	13%	-3%	-3%	1%	-11%
> Cn1cccc1C(=O)NC(=O)CSc1nnc(C2CC2)n1-c1ccccc1
    1%	-10%	13%	-7%	3%	-8%	-5%	-4%
> CC1CCN(C(=O)c2cc(-c3ccc(Br)cc3)on2)CC1
    ?	/	/	-5%	-4%	/	/	1%
> CCCn1c(SC/C(O)=C(\C#N)c2nc3ccccc3[nH]2)n[nH]c1=O
    1%	2%	157%[activator]	6%	1%	i	-25%	2%
> CCOC(=O)CC(N)c1ccc2c(c1)OCO2 (centres undefined)
    0%	2%	-6%	7%	4%	-1%	12%	2%
> COc1ccc([N+](=O)[O-])cc1NC(=O)Nc1ccccc1
    -3%	3%	1%	-2%	-18%	1%	-2%	-10%
> O=C(CN1CCN(c2ccccn2)CC1)N1CC(O)CO1 (centres undefined)
    -6%	3%	18%	2%	-6%	i	-2%	-2%
> NC(=O)c1ccccc1N=Cc1ccccn1
    -1%	?	-3%	-2%	-7%	-8%	7%	-12%
> NC(N)=N/N=C/c1cccc([N+](=O)[O-])c1O
    -1%	1%	2%	-7%	0%	26%	?	-2%
> Cc1nnc(NC(=O)c2c(F)c(F)c(F)c(F)c2F)s1
    -8%	0%	-8%	1%	-2%	3%	2%	-3%
> C=CCn1c(-c2cccnc2Cl)nc2cc(Cl)c(Cl)cc21
    1%	?	69%[activator]	-3%	1%	-15%	-3%	-13%
> Cc1ccc(NC(=S)NCCN2CCOCC2)cc1C
    -2%	15%	1%	-1%	-6%	3%	4%	-1%
> CC(C)Oc1cccc(C(=O)C2CCCN(C(=O)CCn3cnnn3)C2)c1 (centres undefined)
    -6%	?	-1%	6%	4%	-4%	-1%	-6%
> COc1ccc(NC(=O)CCSc2nc(-c3ccco3)cc(C(F)(F)F)n2)cc1OC
    -10%	/	/	2%	3%	/	/	-7%
> CC1(C)O[C@@H]1COc1c2ccoc2cc2oc(=O)ccc12
    0%	4%	-2%	0%	-2%	-5%	10%	-1%
> S=C(NCCSCc1ccc(Cl)cc1)Nc1ccccc1
    -5%	-5%	20%	-3%	?	i	-6%	-5%
> CSc1cc2c(cc1C(F)(F)F)N(C(=O)Nc1cccnc1)CC2
    -1%&1%	-2%	5%	-6%&-6%	10%	-22%	/	?
> O=C(CCCCCn1c(=O)[nH]c2ccccc2c1=O)NCCc1c[nH]c2ccccc12
    -8%	-23%	-9%	3%	13%	i	-2%	?
> Cn1c(CN2CCN(C(=O)c3ccc(F)cc3)CC2)nc2cc([N+](=O)[O-])ccc21
    -2%	17%	-1%	0%	7%	0%	6%	-5%
> O=C(COC(=O)c1ccc([N+](=O)[O-])o1)Nc1cccc(S(=O)(=O)N2CCOCC2)c1
    ?	2%	-47%	?	4%	-3%	29%	3%
> O=C(CSc1nc2ccc([N+](=O)[O-])cc2[nH]1)NCCc1ccccc1
    -2%	7%	3%	3%	1%	-2%	-6%	?
> Fc1ccc(CN2CCCN(Cc3nc(-c4ccc5c(c4)OCO5)no3)CC2)cc1
    -3%	-8%	10%	5%	4%	i	?	-7%
